Vif-APOBEC3F blk: inhibitors of Vif-A3F interaction | HeLa A3F-eYFP + Vif (tagged APOBEC3F with the HIV-1 protein that degrades it), YFP fluorescence increase | Potency, µM (highest dose often 46.1 µM), for inactives: at the top dose activity, negative = active | actives 0.2% (n = 390,000) | AID 602313; note: potency is the fitted concentration of half-maximal effect; % of control where 0% means no effect; nearly all actives have a fitted effect of over 65% in size
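Fluorescence increase (Ex 488/Em 500-530) after overnight compound treatment at 37 deg C flags inhibition of Vif-driven A3F-eYFP loss in stable HeLa A3F-eYFP/Vif cells seeded overnight beforehand.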
D1 antag: antagonists of human D1 dopamine receptor; P21728; HEK293 TREx D1 cells, calcium flux, dopamine EC80; active compounds read low; activity change, negative = inhibition, % at 10 µM; actives 3.2% (n = 360,000); in the data active = activity change below about -30%; note: % is set by controls: 0 for no effect and ±100 for the full control effect
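Compound effects on dopamine-evoked calcium signalling were measured in tetracycline-induced HEK293 Trex D1 cells. Dopamine at EC80 followed a 180 s compound pre-read, and fluorescence was tracked kinetically for 180 s more.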
Vif-A3G inh: inhibitors of Vif-APOBEC3G interaction; Q9HC16; HeLa A3G-eYFP + Vif (tagged APOBEC3G with the HIV-1 protein that degrades it), YFP fluorescence, overnight; Potency, µM (top dose mostly 46.1 µM), without a hit: at the top dose activity, negative = active, usual class: inhibitors; actives 0.076% (n = 410,000); AID 602310;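 note: potency is the fitted concentration of half-maximal effect; % is set by controls: 0 for no effect and ±100 for the full control effect; nearly all actives have a fitted effect of over 60% in size; hits raise eYFP signal because A3G escapes Vif-driven loss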
Target sequence (Q9HC16 whole entry, looked up): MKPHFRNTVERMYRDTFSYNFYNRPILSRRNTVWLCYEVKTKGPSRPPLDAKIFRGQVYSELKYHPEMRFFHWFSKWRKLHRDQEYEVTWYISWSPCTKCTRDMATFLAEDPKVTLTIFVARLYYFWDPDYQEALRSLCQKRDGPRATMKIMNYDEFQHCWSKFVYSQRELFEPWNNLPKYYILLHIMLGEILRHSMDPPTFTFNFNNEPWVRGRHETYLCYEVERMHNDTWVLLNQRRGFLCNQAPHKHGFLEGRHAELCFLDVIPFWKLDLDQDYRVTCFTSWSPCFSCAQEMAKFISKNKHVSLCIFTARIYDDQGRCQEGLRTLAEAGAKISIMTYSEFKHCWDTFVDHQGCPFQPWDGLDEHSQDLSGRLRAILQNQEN
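HeLa cells stably expressing Vif and C-terminally eYFP-tagged A3G, seeded overnight at 37 deg C, then exposed to compound by pintool overnight at 37 deg C. Rise in yellow fluorescence (Ex 488/Em 500-530, Acumen) marks blocked Vif-driven A3G degradation.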
D1 ag: human D1 receptor agonism; P21728; HEK293 T-REx D1 cells, calcium flux, agonist mode; activation, % at 2 µM; actives 1% (n = 360,000); AID 504660; in the data active = activation above about 30%; note: 0% is about no effect
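Agonism was scored from calcium flux recorded over 180 s (1 read/s) after pintool compound addition, following a 10-cycle baseline. Cells were inducible force-coupled HEK293 TREx D1, plated overnight at 30 C and loaded with no-wash calcium dye.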
D2 potentiator: D2 dopamine receptor (human) potentiation; P14416; HEK293 T-REx D2, calcium flux, EC20 dopamine potentiation; potentiation, % at 10 µM; actives 0.34% (n = 340,000); AID 485347;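 active = potentiation over 3 SD above the plate norm, cut at about 30% in these data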; note: 0% is about no effect
Target sequence (P14416 whole entry, looked up): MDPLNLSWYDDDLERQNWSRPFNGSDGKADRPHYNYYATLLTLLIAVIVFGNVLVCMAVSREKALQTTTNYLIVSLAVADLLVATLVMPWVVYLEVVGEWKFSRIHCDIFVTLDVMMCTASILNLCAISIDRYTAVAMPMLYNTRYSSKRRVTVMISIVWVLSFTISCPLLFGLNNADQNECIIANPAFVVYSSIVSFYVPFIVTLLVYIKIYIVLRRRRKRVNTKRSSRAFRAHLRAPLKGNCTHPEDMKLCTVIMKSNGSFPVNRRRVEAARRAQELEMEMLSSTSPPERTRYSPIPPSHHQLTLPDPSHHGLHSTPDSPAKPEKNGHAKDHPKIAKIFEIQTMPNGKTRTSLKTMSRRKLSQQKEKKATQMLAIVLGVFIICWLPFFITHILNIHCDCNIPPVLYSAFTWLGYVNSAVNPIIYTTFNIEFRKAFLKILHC
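Cells plated with tetracycline inducer and held overnight at 30 C; calcium dye loaded 30–90 min at room temperature; baseline taken, compound added and read 180 s; EC20 dopamine then added and read 180 s.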
Glioma ERSR ind: inducers of ER stress response in human glioma cells; AID 602332; actives 0.02% (n = 420,000); Potency, µM, for the others: top-dose activation, most hits filed as activators; U87-MG GRP78 promoter luciferase reporter, 16 h; note: potency is the fitted concentration of half-maximal effect; series mostly up to about 76 µM; % of control where 0% means no effect; nearly all actives have a fitted effect of over 35% in size
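Stably transfected U87-MG human glioma cells carrying a GRP78-based luminescent sensor were seeded at 1000 cells/well, pin-dosed with compounds and incubated 16 h. Luciferase reagent was then added, and end-point luminescence was read after 10 min at room temperature.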
RXFP1 agonist: RXFP1 (human) receptor agonism; Q9HBX9; HEK293T-RXFP1 cAMP TR-FRET, 30 min; response scale: percent of porcine relaxin response, buffer zero; Potency, µM (doses to about 57.5 µM), without a hit: at the highest dose activation, actives largely listed as activators; actives 0.3% (n = 370,000); AID 2676; note: potency is the fitted concentration of half-maximal effect; % is set by controls: 0 for no effect and ±100 for the full control effect; nearly all actives have a fitted effect of over 60% in size; many of its hits are not listed in these tables
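cAMP rise read by TR-FRET after 30 min, 37C compound exposure (up to 58 uM) in RXFP1-transfected HEK293 cells with Ro 20174 present. EC50 from Hill-equation fits, with 29 nM porcine relaxin as 100% and buffer as basal.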
LDHA block: blocks human lactate dehydrogenase A; P00338; purified LDHA, NADH/diaphorase-resazurin fluorescence; active compounds read low; activity change, % (values are at about 110 or 230 µM); actives 0.15% (n = 480,000); AID 1347041; in the data active = activity change below about -30%; inconclusive = mostly about -25% to -30%;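 note: plate controls were DMSO wells for no effect and wells without enzyme for full effect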
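Human LDH5 at 2 nM final in Tris HCl pH 7.4 with 0.06 mM NADH and 0.2 mM pyruvate, reacted 5 minutes at room temperature. Remaining NADH coupled via diaphorase/resazurin; resorufin fluorescence read at 0 and 20 minutes, normalized to enzyme-free and DMSO wells.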
D1 potentiator: potentiators of human D1 dopamine receptor | P21728 | HEK293 TREx D1 cells, calcium flux, dopamine EC20 potentiation | potentiation, % at 10 µM | actives 0.036% (n = 360,000); in the data active = potentiation above about 30%; note: 0% is about no effect
* = called active by the depositor; u = inconclusive; x = not tested or not shown; & = joins results of further samples. Unless noted, calls come from the whole dose curve; as a rule, active = well fitted curve in the direction sought with a large enough effect; inconclusive = small, poorly fitted or top-dose-only effect, or another doubt; inactive = no such curve, though single readings can be large; an effect the other way counts as inactive or inconclusive. An excerpt, so the mix of outcomes need not match the whole.

[1] CCOC(=O)Cc1csc(NC(=O)c2ccc(NC(C)=O)cc2)n1
[2] Cn1c(SCC(=O)OC2CCCCC2)nnc1-c1ccc(S(=O)(=O)N2CCCC2)cc1
[3] Cc1cc(=O)n2nc(N3CCC(C(=O)N4CCN(C)CC4)CC3)sc2n1
[4] CC[C@@]12C(=O)N(c3cccc(F)c3)C(=O)N1[C@H](c1ccc(F)cc1)[C@@H]1C(=O)N(C3CCCCC3)C(=O)[C@@H]12
[5] COc1ccc(CCNC(=O)CSCc2ccc(F)cc2)cc1OC
[6] COc1cccc(NS(=O)(=O)c2cc3c4c(c2)C(C)C(=O)N4CCC3)c1 (centres undefined)
[7] Cc1cc2ncc(S(=O)(=O)c3ccccc3)c(N)n2n1
[8] O=C(CCc1ccccc1)Nc1cc(S(=O)(=O)N2CCOCC2)ccc1N1CCCC1

assay / entry,1,2,3,4,5,6,7,8
Vif-APOBEC3F blk,-2%,1%,-8%,0%,-14%,5%,2%,-3%
D1 antag,-2,-7,3,-1,-18,x,-14,8
Vif-A3G inh,-2%,3%,-2%,-2%,0%,-3%,2%,0%
D1 ag,2,15,1,0,0,0,2,2
D2 potentiator,7,x,11,-5,-6,-2,10,28
Glioma ERSR ind,2%,-2%,2%,-5%,-1%,-3%,-3%,-2%
RXFP1 agonist,-0.5%,2.2%,2.2%,-0.4%,-1.3%,3.2%,5.9%,-0.5%
LDHA block,-1,-3,-5,1,-3,-1,-7,-4
D1 potentiator,2,-8,3,-5,-5,0,-1,-4

[9] O=C(NCc1ccccc1)NS(=O)(=O)c1ccccc1Cl
[10] CCOC(=O)c1ccc(-c2c(-c3ccccc3OC)sc3ccc(OC)cc23)cc1F
[11] Cn1c(=O)c2c(O)cc(=O)n(-c3ccccc3)c2n(C)c1=O
[12] O=c1c2ccccc2nc(SCc2ccc(F)cc2Cl)n1CCCN1CCOCC1
[13] Cc1ccc(C(=O)NCCN2CCOCC2)cc1C
[14] COc1ccc(-n2nc(C(=O)NCC(=O)NC3CCCCCC3)c3ccccc3c2=O)c(OC)c1
[15] CCOc1cccc(CC(=O)N2CCc3c([nH]c4ccccc34)C2c2ccc(SC)cc2)c1OCC (centres undefined)
[16] O=C(C1CCCN(c2ncnc3c2nc2n3CCCCC2)C1)N1CCCCC1 (centres undefined)

assay / entry,9,10,11,12,13,14,15,16
Vif-APOBEC3F blk,0%,-2%,7%,-2%,0%,13%,-9%,2%
D1 antag,19,x,-1,38,7,17,10,17
Vif-A3G inh,-5%,u,2%,-11%,2%,0%,-5%,2%
D1 ag,1,x,1,15,9,-1,8,0
D2 potentiator,3,x,-6,20,-9,2,4,-1
Glioma ERSR ind,-1%,-1%,-3%,-1%,0%,1%,-3%,-6%
RXFP1 agonist,2.9%,x,-1.4%,3.6%,0.3%,1.6%,0.8%,8.7%
LDHA block,-9,2,-1,-10,-2,-7&7,0,1
D1 potentiator,0,x,-3,1,2,-2,-2,-5

Profiles, quoted from the list. Order of screens: Vif-APOBEC3F blk	D1 antag	Vif-A3G inh	D1 ag	D2 potentiator	Glioma ERSR ind	RXFP1 agonist	LDHA block	D1 potentiator
Cn1c(=O)c2c(O)cc(=O)n(-c3ccccc3)c2n(C)c1=O is entered as 7%	-1	2%	1	-6	-3%	-1.4%	-1	-3
Cc1ccc(C(=O)NCCN2CCOCC2)cc1C is entered as 0%	7	2%	9	-9	0%	0.3%	-2	2

The list goes on:
[17] Cc1ccc(NC(=O)c2oc3ccccc3c2NC(=O)Cc2cccs2)cc1
[18] NC(=O)c1cc(Sc2ccccc2)nc2ccccc12
[19] COc1cccc(CNC(=O)C2CCCN(S(=O)(=O)N(C)c3ccc(F)cc3)C2)c1OC (centres undefined)
[20] O=C(O)c1cnn2c1NC(c1cccs1)CC2C(F)(F)F (centres undefined)
[21] COc1ccc(C(=O)NCCSc2c(C)[nH]c3ccccc23)cc1
[22] COc1cc(/C=C/C(=O)Nc2ccc(C(C)=O)cc2)cc(OC)c1OC
[23] CC1CCCC(n2c(=S)[nH]c3ccccc3c2=O)C1C (centres undefined)
[24] CN(CC(=O)Nc1ccccc1Cl)C(=O)c1cc(C2CC2)nn1-c1ccccc1

assay / entry,17,18,19,20,21,22,23,24
Vif-APOBEC3F blk,2%,-7%,0%,0%,-6%,2%,-14%,-2%
D1 antag,-5,x,-1,0,-24,3,3,5
Vif-A3G inh,3%,2%,4%,3%,2%,-15%,-4%,0%
D1 ag,6,x,6,1,7,3,4,1
D2 potentiator,-10,x,-2,15,17,-1,9,5
Glioma ERSR ind,0%,-1%,-3%,0%,-3%,-3%,-2%,-3%
RXFP1 agonist,10%,x,2.0%,-1.5%,0.0%,-0.3%,1.0%,3.8%
LDHA block,1,-5,-2,-8,4,-5,-6,0
D1 potentiator,0,x,-3,0,0,-3,-2,1

[25] CC(NC(=O)C1CCN(S(=O)(=O)c2ccc(Br)s2)CC1)c1ccccc1 (centres undefined)
[26] O=C(CN1C(=O)C2CC=CCC2C1=O)Nc1nc(-c2ccc(F)c(F)c2)cs1 (centres undefined)
[27] CN(Cc1ccccc1)C(=O)CSc1n[nH]c(N)n1
[28] Cc1cc(C)cc(NC(=O)c2cc(S(=O)(=O)N3CCC(C)CC3)cn2C)c1
[29] CC(=O)Nc1cc2nc(C)n(Cc3ccccc3)c2nc1C
[30] COc1ccc(CCNC(=O)C2CCN(C(=O)c3cccc(Cl)c3)CC2)cc1OC
[31] O=S(=O)(c1ccccc1)c1nc(-c2ccc(Cl)cc2Cl)oc1N1CCCCCC1
[32] COc1ccccc1CC(=O)Nc1ccc(S(=O)(=O)N2CCOCC2)cc1

assay / entry,25,26,27,28,29,30,31,32
Vif-APOBEC3F blk,0%,-6%,-1%,-12%,18%,3%,-6%,-14%
D1 antag,2,x,-12,8,1,2,2,3
Vif-A3G inh,0%,2%,0%,2%,-2%,-6%,-4%,2%
D1 ag,-1,x,3,3,1,0,0,4
D2 potentiator,-27,x,1,-10,-14,0,-11,10
Glioma ERSR ind,-5%,-3%,-4%,-3%,-2%,-5%,-3%,-6%
RXFP1 agonist,3.0%,x,3.3%,0.4%,0.2%,0.4%,9.7%,-1.4%
LDHA block,-8,1,-3,-2,-3,-8,-7,-3
D1 potentiator,-5,x,2,1,8,-2,6,-8

[33] N#Cc1cccc(C#N)c1NCC1CCCO1 (centres undefined)
[34] Cc1c(NC(=O)c2cccc(NC(=O)Cc3ccc(F)cc3)c2)c(=O)n(-c2ccccc2)n1C
[35] COC(=O)c1cccc(-n2c(CCC(=O)O)ccc2-c2ccc(OC)cc2)c1
[36] c1ccc(N2CCN(c3ncnc4[nH]ncc34)CC2)cc1
[37] COCCNc1nnc(SCC(=O)NNC(=O)c2ccco2)s1
[38] CCOc1ccc(OCC)c(NC(=O)CN2CCN(c3cccc(C)c3)C(C)C2)c1 (centres undefined)
[39] c1ccc(-c2nc(-c3ccncc3)n[nH]2)nc1
[40] CN(C)/C(CN1CCN(C=O)CC1)=C1\N=C(c2ccccc2)OC1=O

assay / entry,33,34,35,36,37,38,39,40
Vif-APOBEC3F blk,0%,3%,-9%,1%,0%,-8%,-8%,-4%
D1 antag,9,-10,5,-35*,2,-13,-7,x
Vif-A3G inh,-1%,0%,u,9%,-6%,-7%,-5%,2%
D1 ag,0,3,1,3,8,2,1,x
D2 potentiator,1,-12,7,1,10,3,-9,x
Glioma ERSR ind,-3%,-4%,-1%,2%,-3%,-3%,7%,2%
RXFP1 agonist,0.7%,0.2%,3.1%,0.8%,0.4%,2.6%,-0.7%,0.2%
LDHA block,-2,-7,0,-1,1,u,34&16,4
D1 potentiator,-2,x,-5,-2,x,-6,-4,x

Sorted by the number under D1 ag (ascending): some entries from above.
no.	compound	D1 antag	D1 ag	D2 potentiator	RXFP1 agonist	D1 potentiator
33	N#Cc1cccc(C#N)c1NCC1CCCO1 (centres undefined)	9	0	1	0.7%	-2
39	c1ccc(-c2nc(-c3ccncc3)n[nH]2)nc1	-7	1	-9	-0.7%	-4
38	CCOc1ccc(OCC)c(NC(=O)CN2CCN(c3cccc(C)c3)C(C)C2)c1 (centres undefined)	-13	2	3	2.6%	-6
36	c1ccc(N2CCN(c3ncnc4[nH]ncc34)CC2)cc1	-35*	3	1	0.8%	-2
37	COCCNc1nnc(SCC(=O)NNC(=O)c2ccco2)s1	2	8	10	0.4%	x

Next part.
[41] O=C(NCCCN1CCC(Cc2ccccc2)CC1)C1CCN(S(=O)(=O)N2CCC3(CC2)OCCO3)CC1
[42] COCCNC(=O)CCN1N=C(c2ccccc2)CCC1=O
[43] Cc1cccc(N2CCN(C(=O)NCc3ccc(F)cc3)CC2)c1C
[44] C/C(=N\NC(=O)c1c(Cl)cnn1C)c1cccnc1
[45] c1ccc(CCNc2ccccn2)nc1
[46] O=C(COC(=O)c1ccccc1F)NNC(=O)c1ccccc1
[47] CCOC(=O)/C(N=Nc1cc(C(=O)O)cc(C(=O)O)c1)=C(\O)CCl
[48] CC1CCCN(C(=O)c2ccccc2OC2CCN(S(C)(=O)=O)CC2)C1 (centres undefined)
[49] Cc1cccc(C)c1N(CC(=O)N1CCCC1)S(C)(=O)=O
[50] CCOc1ccc(C(=O)N/N=C(\c2ccccc2)c2ccccn2)cc1
[51] COc1cccc(C2=NN(C(=O)c3ccco3)C(O)(C(F)(F)F)C2)c1 (centres undefined)

assay / entry,41,42,43,44,45,46,47,48,49,50,51
Vif-APOBEC3F blk,11%,12%,-20%,-9%,3%,1%,-12%,9%,-14%,0%,-22%
D1 antag,-7,2,8,-3,x,9,8,4,-3,-33*,-11
Vif-A3G inh,0%,-8%,1%,-13%,-3%,1%,-1%,0%,0%,-10%,0%
D1 ag,-2,2,3,1,x,2,5,1,1,2,2
D2 potentiator,x,5,-9,2,x,-2,-2,-5,-1,5,-15
Glioma ERSR ind,-4%,-2%,-1%,8%,-1%,-3%,-3%,-1%,-5%,u,-5%
RXFP1 agonist,2.2%,1.0%,-2.3%,0.3%,x,-0.2%,17%,-0.3%,0.9%,1.5%,0.7%
LDHA block,-5,-1,-4,-12,-2,-3,-6,-7,-6,-4,-2
D1 potentiator,5,-11,-14,0,x,-9,-5,1,-3,-5,-3
